GPR151 activ = activators of human GPR151, primary screen, cell-based, PathHunter beta-arrestin, luminescence; PathHunter beta-arrestin GPR151 cells; 650,000 compounds, 1% hits; AID 1508602, 2020; activation, % at 11.2 µM; G-protein coupled receptor 151 (Homo sapiens), Q8TDV0; in the data active = activation above about 4.9%;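 also: 0% = median of compound wells and 100% = cells with positive control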
Target sequence (Q8TDV0 whole entry, looked up): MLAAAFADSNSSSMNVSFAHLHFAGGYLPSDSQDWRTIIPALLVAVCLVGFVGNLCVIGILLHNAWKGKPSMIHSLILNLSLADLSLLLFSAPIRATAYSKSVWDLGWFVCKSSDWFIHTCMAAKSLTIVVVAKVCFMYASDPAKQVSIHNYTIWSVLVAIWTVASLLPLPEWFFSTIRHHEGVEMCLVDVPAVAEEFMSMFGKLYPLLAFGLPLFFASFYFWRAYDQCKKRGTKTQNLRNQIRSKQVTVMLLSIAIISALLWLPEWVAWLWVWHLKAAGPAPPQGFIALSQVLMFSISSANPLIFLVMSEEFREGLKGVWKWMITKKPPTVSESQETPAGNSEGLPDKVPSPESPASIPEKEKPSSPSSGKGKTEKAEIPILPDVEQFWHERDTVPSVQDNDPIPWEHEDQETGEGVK
FBW7 activator = FBW7 E3 ligase activators, primary screen, biochemical, AlphaScreen, human; 650,000 compounds, 0.13% hits; normalized activity (activation), % at 26.1 µM; F-box/WD repeat-containing protein 7 (Homo sapiens), Q969H0; AlphaScreen FBW7–phospho-cyclin E peptide binding, activator screen; AID 1259310, 2017; in the data active = normalized activity above about 1.9%;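 also: purified mutant Fbw7 with reduced substrate affinity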
Target sequence (Q969H0 whole entry, looked up): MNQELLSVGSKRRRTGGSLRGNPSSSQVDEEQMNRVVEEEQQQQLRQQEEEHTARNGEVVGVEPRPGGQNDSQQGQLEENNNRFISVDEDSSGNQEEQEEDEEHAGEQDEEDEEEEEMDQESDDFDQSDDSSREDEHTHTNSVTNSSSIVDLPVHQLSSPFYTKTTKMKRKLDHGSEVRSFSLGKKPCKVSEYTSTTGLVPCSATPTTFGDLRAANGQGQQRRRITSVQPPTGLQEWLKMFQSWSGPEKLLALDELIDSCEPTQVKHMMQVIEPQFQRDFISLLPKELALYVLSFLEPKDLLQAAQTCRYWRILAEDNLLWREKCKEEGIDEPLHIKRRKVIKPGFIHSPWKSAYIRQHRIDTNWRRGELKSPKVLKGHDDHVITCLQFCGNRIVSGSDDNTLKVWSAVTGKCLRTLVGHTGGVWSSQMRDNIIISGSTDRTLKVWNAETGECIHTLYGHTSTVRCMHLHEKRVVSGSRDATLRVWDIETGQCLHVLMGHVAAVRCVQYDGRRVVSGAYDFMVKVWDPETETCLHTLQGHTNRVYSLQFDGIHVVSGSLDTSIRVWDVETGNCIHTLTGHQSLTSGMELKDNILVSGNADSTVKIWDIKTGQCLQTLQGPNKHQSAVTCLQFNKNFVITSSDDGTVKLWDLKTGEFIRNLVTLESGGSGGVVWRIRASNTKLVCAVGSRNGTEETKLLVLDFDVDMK
TEAD-YAP block = TEAD-YAP interaction inhibition, primary screen, TEAD-YAP interaction inhibitor project, luminescence, HEK-TIYL cells. 640,000 compounds, 1.4% hits. TEAD-Gal4/YAP UAS-luciferase luminescence. AID 1259422, 2018. inhibition, % at 9.12 µM; in the data active = inhibition above about 32%;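 also: 0% = median of test compound wells and 100% = reference inhibitor wells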
MITF primary = MITF inhibitors, primary screen, biochemical, AlphaScreen, human; Microphthalmia-associated transcription factor (Homo sapiens), O75030; AlphaScreen MITF homodimerization, bead proximity signal; inhibition, % at 2.6 µM; 650,000 compounds, 0.91% hits; in the data active = inhibition above about 50%;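 also: 0% = vehicle wells with protein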
The depositor's hits bear a star; . = not tested or not shown. Not a hit list, and some 3.4% of all compounds hit somewhere here.

SMILES	GPR151 activ	FBW7 activator	TEAD-YAP block	MITF primary
CCOC(=O)Cc1c(C)c2ccc(N(CC)CC)cc2oc1=O	7.2*	1.1	-10	-14
CSc1ccc(C2C(C#N)=C(N)Oc3n[nH]c(-c4cccc([N+](=O)[O-])c4)c32)cc1 (centres undefined)	-2.4	-0.1	6	7
O=C(NCc1ccco1)c1cccc(NC2=NC3CS(=O)(=O)CC3S2)c1 (centres undefined)	-0.8	0.0	-5	-2
CCN(CC)C(=O)CSc1nc2c(C)c(C)ccc2[nH]1	0.1	0.6	-20	2
CCC(CC)C(=O)O/N=C(\N)Cc1ccc(OC)cc1	9.3*	-0.3	3	12
CSCC(CO)NS(=O)(=O)c1ccc(C)cc1 (centres undefined)	-0.3	0.2	-6	14
C=CCN1CCN(c2c(Cl)cccc2NS(=O)(=O)c2ccc(C)cc2)CC1	-0.3	-0.1	-10	1
CC(=O)Nc1cccc(NC(=O)Cc2cccs2)c1	-0.1	0.8	-2	5
COc1ccc(C2C(C(C)=O)=C(C)N=c3s/c(=C\c4cccs4)c(=O)n32)c(OC)c1 (centres undefined)	-0.6	-0.1	-4	11
CC(C)(C)CC(C)(C)Nc1c(-c2ccc(O)cc2)nc2cnccn12	-0.8	0.8	6	10
Cc1cc(C)n2c(Br)c(CSc3nc4ccccc4o3)nc2n1	-0.2	0.0	11	11
CCC1CCCCN1S(=O)(=O)c1ccc2c(c1)OCCN2C(C)=O (centres undefined)	-0.8	0.0	6	1
COc1ccc(CNC(=O)Cc2cccs2)cc1OC	-0.6	0.1	-2	16
Cc1nc2ccc(I)cc2c(=O)n1-c1ccc2nsnc2c1	-0.2	0.0	7	8
COc1ccc(N2CCN(c3nc(N4CCCC4)nc(N4CCCC4)n3)CC2)cc1	1.2	-0.1	-3	0
CCOC(=O)CNC(=O)N1CCN(Cc2ccccc2)CC1C(=O)N1CCCC1 (centres undefined)	0.9	0.0	9	10
COc1ccc(S(=O)(=O)N2CCSC2c2ccccc2OC)cc1 (centres undefined)	-0.3	1.1	-5	-3
CCOC(=O)c1ccccc1NC(=O)CCCOc1ccc(Cl)cc1Cl	-0.9	0.1	-6	4
COC(=O)c1ccc(NC(=O)CN2C(=O)C3C4C=CC(C4)C3C2=O)cc1 (centres undefined)	-1.0	0.1	9	4
Oc1cccc(C(=S)N2CCCCC2)c1	3.2	-0.2	6	-6
CCc1ccc(-n2c(N)c(C(=O)Nc3ccccc3C)sc2=S)cc1	-0.6	0.1	-3	15
COCCn1c2c(c(=O)[nH]c1=O)C(c1ccc(SC)cc1)C1=C(N2)c2ccccc2C1=O (centres undefined)	1.1	-0.1	8	11
CCOC(=O)c1nnn(-c2nonc2-c2ccccc2)c1C	-1.0	0.1	-7	-1
O=C1C2CC=CCC2C(=O)N1c1ccc(Oc2ccccc2)cc1 (centres undefined)	-0.9	1.1	-2	7
Cn1c(=O)c2c(nc(Br)n2CC(=O)c2ccc(Br)cc2)n(C)c1=O	-0.4	0.0	8	-5
CCOC(=O)C1=C(C)N=c2s/c(=C/c3cc(C)n(-c4ccc(C)cc4)c3C)c(=O)n2C1c1ccc(N(C)C)cc1 (centres undefined)	0.1	0.5	7	24
COc1ccc(-n2nc(C(=O)NCC(=O)N3CCCCCC3)c3ccccc3c2=O)c(OC)c1	0.8	0.0	-27	-7
CCC(C)C(=O)NCc1nnc2n1CCN(Cc1ccc(C)s1)CC2 (centres undefined)	-0.7	0.0	9	-5
O=C1NN(c2ccc(F)cc2)C(=O)/C1=C\c1cccc([N+](=O)[O-])c1O	-1.4	-0.1	0	0
COc1cccc(C2(NC(=O)c3ccc(N4CCCCS4(=O)=O)cc3)CCCC2)c1	0.5	-0.1	-17	0
Cc1cc(C)c2nc(SCC(=O)Nc3nccs3)c(C#N)cc2c1	-0.5	0.1	-26	-1
CCN(Cc1ccccc1)Cc1cc(OC)c(O)c([N+](=O)[O-])c1	-0.6	0.8	4	18
c1cc(N2CCOCC2)ccc1-c1csc(-c2ccc3c(c2)OCCO3)n1	4.9	-0.2	0	5
CC1Oc2ccccc2N(CC(=O)Nc2ccccc2-c2ccccc2)C1=O (centres undefined)	-1.1	0.0	0	32
O=C(Nc1ccncc1)OC1CCN(C(=O)C(O)c2ccc(Br)cc2)CC1 (centres undefined)	0.3	0.5	-4	-12
N#Cc1c(N)nc(SCc2ccc(F)cc2)c(C#N)c1-c1cccs1	-1.7	0.0	-47	-1
O=C(Nc1ccc(Cl)cc1)C1CC(=O)N(c2ccccc2)C1 (centres undefined)	-1.4	-0.1	1	-9
COc1cc(NC(=S)NC(C)(C)C)cc(OC)c1	1.0	0.0	12	0
Cc1ccnc(NC(c2cccnc2)c2ccc3cccnc3c2O)c1 (centres undefined)	0.2	-0.3	20	66*
O=C(C1=C(O)C(=O)N(c2nccs2)C1c1cccs1)c1cccs1 (centres undefined)	-1.2	0.0	-4	33
CCOC(=O)Cc1csc(NS(=O)(=O)c2ccc(Cl)cc2)n1	0.2	0.0	3	-4
CCOCCOC(=O)c1ccc(NC(=O)c2ccc(OC)c(OC)c2)cc1	-5.8	-0.1	-2	6
CCOC(=O)c1ccc(NC(=O)CN(c2ccccc2OC)S(=O)(=O)c2ccc(C)cc2)cc1	2.9	0.0	1	-21
Cc1cccc(NC(=O)C2C3c4ccccc4C(c4ccccc43)C2C)c1 (centres undefined)	-0.3	-0.3	-7	2
COc1ccc(CCNc2ccc3nnc(CCNC(=O)c4ccc(C)cc4)n3n2)cc1OC	0.9	0.0	2	-6

The final 6 records of the section before come first, to join the parts:
SMILES	GPR151 activ	FBW7 activator	TEAD-YAP block	MITF primary
O=C(C1=C(O)C(=O)N(c2nccs2)C1c1cccs1)c1cccs1 (centres undefined)	-1.2	0.0	-4	33
CCOC(=O)Cc1csc(NS(=O)(=O)c2ccc(Cl)cc2)n1	0.2	0.0	3	-4
CCOCCOC(=O)c1ccc(NC(=O)c2ccc(OC)c(OC)c2)cc1	-5.8	-0.1	-2	6
CCOC(=O)c1ccc(NC(=O)CN(c2ccccc2OC)S(=O)(=O)c2ccc(C)cc2)cc1	2.9	0.0	1	-21
Cc1cccc(NC(=O)C2C3c4ccccc4C(c4ccccc43)C2C)c1 (centres undefined)	-0.3	-0.3	-7	2
COc1ccc(CCNc2ccc3nnc(CCNC(=O)c4ccc(C)cc4)n3n2)cc1OC	0.9	0.0	2	-6
CC(C)C(=O)NC(C)c1nnc2n1CCN(Cc1cccc3ncccc13)CC2 (centres undefined)	0.7	0.1	2	0
CCCOc1ccc(C2C3=C(CC(C)(C)CC3=O)Nc3ccc4ncccc4c32)cc1 (centres undefined)	-0.6	0.0	14	0
COCC(=O)N1CCC(O)(c2ccc(OC)cc2)CC1	0.3	0.1	-1	12
CCc1ccc(NC(=O)CSc2nc3ccccc3c(=O)n2C2CCCC2)cc1	0.1	0.1	10	2
O=C(Nc1ccc(C(=O)N2CCOCC2)cc1)c1ccccc1I	1.2	0.1	1	6
N#CC1=C(N)OC2=C(CCC/C2=C/c2ccoc2)C1c1ccoc1 (centres undefined)	1.7	-0.4	-12	58*
CCn1c(C)nc2cc(S(=O)(=O)C(F)(F)F)ccc21	0.3	0.0	2	8
CC(=O)NCC(=O)NCC1Cc2cccc(-c3nc(C)cc(C)n3)c2O1 (centres undefined)	-0.2	-0.2	8	13
CC1CCN(S(=O)(=O)c2ccc(C(=O)Nc3nc4c(s3)Cc3ccccc3-4)cc2)CC1	0.3	-0.1	3	6
CC1(C)CC(=O)C(c2nc3ccc(C(=O)c4ccccc4)cc3[nH]2)=C(O)C1	-0.8	0.0	-4	2
COc1ccc(-c2cc(C(F)(F)F)n3nc(C(=O)Nc4ccccc4C(F)(F)F)cc3n2)cc1OC	-0.5	0.1	3	14
O=C(CN1CCC(O)(c2cccnc2)CC1)N1CCCCC1	0.3	-0.1	-5	11
Cc1ccc(CNC(=O)CSc2nc3n[nH]c(C)c3c(=N)n2-c2cccc(C)c2)cc1	-0.1	0.3	-6	17
CCCCn1c(=O)c2c(nc3n(CC)c(C)cn23)n(C)c1=O	-0.7	-0.1	10	15
CN(CC(=O)Nc1n[nH]c(=S)s1)S(=O)(=O)c1cccc2cccnc12	1.7	-0.1	0	4
CN1CCc2c(sc3c2C(=O)NC(c2ccc(Br)cc2)N3)C1 (centres undefined)	0.0	-0.1	-13	1
COc1cccc(C(=O)NCC2CCC3(CCN(C(=O)c4ccncc4)CC3)O2)c1OC (centres undefined)	-0.1	0.0	4	2
CC1CCCN(C(=O)CN2CCC(C(=O)c3ccc(Cl)cc3)CC2)C1 (centres undefined)	0.4	0.2	-3	-1
CCCn1c(SCC(=O)N2CCc3ccccc32)nnc1-c1ccncc1	0.8	-0.2	-2	-8
CC(=O)Nc1cccc2nc(CN3CCN(CC(C)(C)C)C(CCO)C3)ccc12 (centres undefined)	2.8	0.3	7	10
COc1ccc(CN2CCN(Cc3ccc(SC)cc3)CC2CCO)c(F)c1 (centres undefined)	0.6	0.0	6	10
COc1ccccc1C(=O)N/C(=C\c1ccc([N+](=O)[O-])cc1)C(=O)Nc1ccc(Cl)cc1C	1.8	-0.1	-6	1
COC(=O)C1=C(C(=O)OC)[C@@H]2N(Cc3ccccc3)c3ccccc3[C@@]23C[C@@H](C(=O)OC)N(C(=O)c2cccs2)C3=N1	-1.9	0.2	.	20
COc1ccc(CCNc2nc(Nc3cnccn3)nc3c2ncn3C2CCCCC2)cc1	-1.3	-0.1	14	-8
Cc1ccc(C2CC(c3cccs3)=NN2C(=O)CSc2nnc(CNC(=O)c3cccc(F)c3)n2CCc2ccccc2)cc1 (centres undefined)	-1.7	0.6	-14	15
Nc1ccc2oc(-c3ccc(F)cc3Cl)nc2c1	-5.1	0.1	37*	-2
COCCOC(=O)C1=C(C)NC2=C(C(=O)CC(c3ccc(OC)c(OC)c3)C2)C1c1cccc(OC)c1OC (centres undefined)	-0.4	0.0	8	11
O=C(CN1C(=O)NC(Cc2c[nH]c3ccccc23)C1=O)Nc1cccc(C(F)(F)F)c1 (centres undefined)	0.9	-0.1	8	0
Cc1ccc(OCC(=O)N2CCN(c3ccc(O)cc3)CC2)cc1C	-0.5	0.2	-14	-1
Cc1ccc2c(c1)/C(=c1/sc3n(c1=O)CN(c1cccc(F)c1)CN=3)C(=O)N2	-0.1	-0.1	-6	13

A second format for five compounds above.
| structure | GPR151 activ | FBW7 activator | TEAD-YAP block | MITF primary |
| --- | --- | --- | --- | --- |
| COc1ccc(CN2CCN(Cc3ccc(SC)cc3)CC2CCO)c(F)c1 (centres undefined) | 0.6 | 0.0 | 6 | 10 |
| Cc1ccc(OCC(=O)N2CCN(c3ccc(O)cc3)CC2)cc1C | -0.5 | 0.2 | -14 | -1 |
| Cc1ccc2c(c1)/C(=c1/sc3n(c1=O)CN(c1cccc(F)c1)CN=3)C(=O)N2 | -0.1 | -0.1 | -6 | 13 |
| CC(=O)Nc1cccc2nc(CN3CCN(CC(C)(C)C)C(CCO)C3)ccc12 (centres undefined) | 2.8 | 0.3 | 7 | 10 |
| COCCOC(=O)C1=C(C)NC2=C(C(=O)CC(c3ccc(OC)c(OC)c3)C2)C1c1cccc(OC)c1OC (centres undefined) | -0.4 | 0.0 | 8 | 11 |

Next part.
SMILES	GPR151 activ	FBW7 activator	TEAD-YAP block	MITF primary
CCOc1cc(/C=C2\N=C(c3ccccc3F)OC2=O)ccc1OC(C)=O	1.3	0.0	0	-5
Cc1nc(NC(=O)c2ccco2)sc1C	-6.4	0.0	-26	14
O=C(N/N=C\c1ccncc1)c1ccccn1	-1.3	-0.2	-36	0
CCOC(=O)c1cc2c(=O)n3ccccc3nc2n(C)c1=NC(=O)c1ccccc1OCC	-1.1	0.1	-4	-2
COc1cccc(-c2cc(C(=O)N3CCN(c4ncccn4)CC3)n(C)n2)c1	0.8	-0.2	0	2
O=C(/C=C(\O)c1ccc(Cl)cc1)C(=O)Nc1ccccc1F	0.0	-0.3	-8	-14
COc1ccc(C(=O)N2CCC(n3nnc4cc(F)ccc43)CC2)cc1OC	0.2	0.0	0	0
CN(C)C(=O)CSc1nnc(-c2cccc([N+](=O)[O-])c2)n1C	0.2	0.0	5	-6
CC(=O)C1(C)N(O)C(C)(C)C(c2ccco2)=[N+]1[O-] (centres undefined)	3.3	0.8	-12	4
COc1ccc(C(=O)NCC(=O)Nc2cccc(Cl)c2)cc1	-0.1	0.7	-8	9
O=C(Cn1c(=O)n(Cc2ccc3c(c2)OCO3)c(=O)c2cccnc21)Nc1ccccc1F	-0.6	-0.1	-6	-7
COc1ccc(-c2nc3cnccn3c2NCCc2ccccc2)cc1CO	2.9	0.2	-2	13
CCS(=O)(=O)N1CCN(C(=O)COc2cccc(C)c2)CC1	1.2	0.2	-31	-9
CC(=O)NCCNc1nc2cc(C)c(C)cc2cc1C#N	-0.4	0.1	-5	10
CC(=O)c1ccc(NC(=O)C2CC(=O)OC23CCCCC3)cc1 (centres undefined)	-1.4	-0.1	-46	-7
CCCS(=O)(=O)c1ncc(Cl)c(C(=O)Nc2cc(C)ccc2C)n1	1.4	1.1	-10	5
COC(=O)C1=C(C)N(c2ccc(Br)cc2)/C(=C\c2ccc(OCC(=O)Nc3ccccc3OC)cc2)C1=O	-0.6	0.3	-11	12
CCOc1cc(/C=c2\sc3nc4ccccc4n3c2=O)c(Br)cc1OCC(=O)O	0.1	0.0	-12	-8
COC(=O)CCSc1nc2sc3c(c2c(=O)n1-c1ccc(OC)cc1)CCC3	2.4	0.1	-2	-14

Compound activity: PubChem BioAssay, The Scripps Research Institute Molecular Screening Center
